BoNT-F LC inh – blocks Botulinum neurotoxin F light chain protease. Multiplex microsphere protease cleavage assay, flow cytometry. inhibition, % at 10 µM. hit rate 0.22% among 360,000. AID 588497; in the data active = inhibition above about 35%, passing the limit was not always enough; inconclusive = no clear call, values can overlap the other calls; note: plate controls were buffer without enzyme for full effect and enzyme alone for no effect
Mtb UGM inh – blocks M. tuberculosis UGM enzyme. purified UGM, fluorescence polarization probe displacement. P9WIQ1. hit rate 0.06% among 320,000. inhibition, % at 10 µM; in the data active = inhibition above about 10%, passing the limit was not always enough; inconclusive = no clear call, values can overlap the other calls
Target sequence (P9WIQ1 whole entry, looked up): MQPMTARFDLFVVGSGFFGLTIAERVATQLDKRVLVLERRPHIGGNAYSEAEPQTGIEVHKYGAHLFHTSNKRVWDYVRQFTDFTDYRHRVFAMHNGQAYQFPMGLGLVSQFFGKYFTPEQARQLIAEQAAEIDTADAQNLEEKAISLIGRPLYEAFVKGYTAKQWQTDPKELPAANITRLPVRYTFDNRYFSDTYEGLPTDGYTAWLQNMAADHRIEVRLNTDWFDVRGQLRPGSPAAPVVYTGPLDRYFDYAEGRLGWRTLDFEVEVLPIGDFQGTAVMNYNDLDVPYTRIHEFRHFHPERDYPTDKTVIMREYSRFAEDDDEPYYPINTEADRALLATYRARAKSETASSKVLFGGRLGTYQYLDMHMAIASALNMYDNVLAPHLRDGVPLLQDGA
BoNT-A LC inh2 – inhibitors of Botulinum neurotoxin A light chain protease. multiplex microsphere protease substrate cleavage, flow cytometry. inhibition, % at 10 µM. hit rate 0.17% among 360,000. AID 588499; in the data active = inhibition above about 30%; inconclusive = no clear call, values can overlap the other calls; note: plate controls were buffer without enzyme for full effect and enzyme alone for no effect
CCHF vOTU inh – CCHFV vOTU protease inhibition. Pep-AMC fluorescence. inhibition, % at 11.5 µM. hit rate 0.55% among 370,000. AID 651958; note: 0% = vehicle wells with enzyme and 100% = no enzyme wells
GDH-TPI counter – GDH-TPI coupled enzyme inhibition counter-screen; GDH-TPI coupled enzyme counterscreen, NADH absorbance; hit rate 1.2% among 360,000; inhibition, % at 4.8 µM; AID 588335;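 note: 0% = DMSO wells and 100% = wells lacking the enzyme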
PrPC surface inh – cell surface PrPC inhibition, primary TR-FRET screen. inhibition, % at 13.8 µM. hit rate 0.43% among 370,000. AID 720596. P04156. TR-FRET read-out; in the data active = inhibition above about 24%; note: 0% = median of the test wells and 100% = reference compound wells
FadD28 FP inh – M. tuberculosis FadD28 bisubstrate binding inhibition. FadD28 bisubstrate probe binding, fluorescence polarization. hit rate 0.22% among 360,000. inhibition, % at 12.5 µM. AID 588549; in the data active = inhibition above about 8.5%, passing the limit was not always enough; inconclusive = no clear call, values can overlap the other calls
Mtb BioA inh – blocks M. tuberculosis BioA enzyme activity. purified M. tuberculosis BioA enzyme, plate reader. inhibition, % at 9.99 µM. hit rate 0.096% among 360,000; in the data active = inhibition above about 40%; inconclusive = no clear call, values can overlap the other calls
FBA Mtb inh – Mtb fructose-bisphosphate aldolase inhibition; P9WQA3; purified M. tuberculosis FBA, fluorescence read-out; inhibition, % at 1 µM; hit rate 2.3% among 360,000; AID 588726; in the data active = inhibition above about 27%;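 note: 0% = vehicle and 100% = reference inhibitor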
Target sequence (P9WQA3 whole entry, looked up): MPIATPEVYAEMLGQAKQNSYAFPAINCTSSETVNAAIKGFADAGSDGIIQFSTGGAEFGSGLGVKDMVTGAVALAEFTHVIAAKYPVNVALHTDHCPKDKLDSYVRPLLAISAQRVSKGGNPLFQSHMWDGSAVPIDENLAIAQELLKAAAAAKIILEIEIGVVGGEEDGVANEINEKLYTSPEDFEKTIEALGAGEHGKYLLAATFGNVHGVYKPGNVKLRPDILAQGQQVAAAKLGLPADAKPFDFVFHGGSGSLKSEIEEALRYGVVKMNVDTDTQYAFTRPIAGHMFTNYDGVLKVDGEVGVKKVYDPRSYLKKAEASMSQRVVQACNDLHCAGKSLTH
The depositor's hits bear a star; ? = inconclusive; . = no result given; & = joins results of further samples. Cut-off read from the data, not from the text of the source, unless noted: active = inhibition above about 30%; inactive = the rest.

SMILES | BoNT-F LC inh | Mtb UGM inh | BoNT-A LC inh2 | CCHF vOTU inh | GDH-TPI counter | PrPC surface inh | FadD28 FP inh | Mtb BioA inh | FBA Mtb inh
COc1cccc(CNC(=O)Cn2ncc3c(=O)oc4ccccc4c32)c1 | 0 | 0.2 | -0.3 | -12 | 3 | 9 | -0.5 | -1.5 | 3
O=C(Nc1ccncc1)C1CCN(S(=O)(=O)c2cccs2)CC1 | -3 | -1.4 | 0.2 | 17 | -5 | 6 | -3.4 | . | -7
CCOP(=O)(OCC)c1nc(-c2ccc(F)cc2)oc1NCc1ccccc1 | 0 | 0.2 | -0.2 | 1 | 3 | 3 | -2.9 | . | 77*
Cc1c(C#N)c(O)[nH]c(=O)c1N=Nc1ccc(Cl)c(C(=O)O)c1 | -5 | -2.4 | 0.6 | 31* | -6 | -50 | -1.8 | -1.2 | -1
COc1ccc(N2CCN(S(=O)(=O)c3ccc(-n4cnnn4)c(C)c3)CC2)cc1 | -11 | 1.2 | -1.3 | -9 | -1 | 2 | -1.3 | . | 2
CC(=O)Nc1cc2c3c(c1)CC(=O)N3CCC2 | 8 | 0.9 | 0.4 | 2 | 3 | 5 | 1.1 | -1.3 | 0
CCOC(=O)C1(CCc2ccccc2)CCN(C(=O)C2CCCO2)CC1 (configuration not stated) | 4 | -1.5 | -0.7 | 8 | 1 | -1 | -2.1 | . | -1
CC1CN(C(=O)COC(=O)Cc2c(F)cccc2Cl)CC(C)O1 (configuration not stated) | -7 | -3.0 | -1.8 | -3 | 2 | 0 | -1.5 | -0.6 | 3
COc1ccc(NS(=O)(=O)Cc2ccccc2Cl)cn1 | -8 | -0.1 | ? | 8 | 1 | 4 | 1.2 | 0.4 | 0
CCOc1ccccc1NC(=O)CSc1nnc(-c2ccncc2)o1 | 4 | -0.9 | -4.0 | -5 | -2 | 0 | ? | 6.8 | -1

In another format: entries from further up
CC(=O)Nc1cc2c3c(c1)CC(=O)N3CCC2
  BoNT-F LC inh = 8 | Mtb UGM inh = 0.9 | BoNT-A LC inh2 = 0.4 | CCHF vOTU inh = 2 | GDH-TPI counter = 3 | PrPC surface inh = 5 | FadD28 FP inh = 1.1 | Mtb BioA inh = -1.3 | FBA Mtb inh = 0

Cc1c(C#N)c(O)[nH]c(=O)c1N=Nc1ccc(Cl)c(C(=O)O)c1
  BoNT-F LC inh = -5 | Mtb UGM inh = -2.4 | BoNT-A LC inh2 = 0.6 | CCHF vOTU inh = 31* | GDH-TPI counter = -6 | PrPC surface inh = -50 | FadD28 FP inh = -1.8 | Mtb BioA inh = -1.2 | FBA Mtb inh = -1

CCOc1ccccc1NC(=O)CSc1nnc(-c2ccncc2)o1
  BoNT-F LC inh = 4 | Mtb UGM inh = -0.9 | BoNT-A LC inh2 = -4.0 | CCHF vOTU inh = -5 | GDH-TPI counter = -2 | PrPC surface inh = 0 | FadD28 FP inh = ? | Mtb BioA inh = 6.8 | FBA Mtb inh = -1

COc1ccc(N2CCN(S(=O)(=O)c3ccc(-n4cnnn4)c(C)c3)CC2)cc1
  BoNT-F LC inh = -11 | Mtb UGM inh = 1.2 | BoNT-A LC inh2 = -1.3 | CCHF vOTU inh = -9 | GDH-TPI counter = -1 | PrPC surface inh = 2 | FadD28 FP inh = -1.3 | Mtb BioA inh = . | FBA Mtb inh = 2

(list continues)
SMILES | BoNT-F LC inh | Mtb UGM inh | BoNT-A LC inh2 | CCHF vOTU inh | GDH-TPI counter | PrPC surface inh | FadD28 FP inh | Mtb BioA inh | FBA Mtb inh
C/C(=N\NC(=O)c1ccccc1-n1cccc1)C1CC1 | 4 | 2.2 | 0.2 | 12 | 6 | -4 | -2.3 | . | 2
O=C(NCC(c1ccco1)N1CCc2ccccc21)c1ccccc1Cl (configuration not stated) | 5 | -1.1 | 1.5 | -8 | 0 | 2 | -0.9 | -0.3 | -1
Cc1ccc(CNC(=O)C2CCN(C(=O)c3cccc(Cl)c3)CC2)cc1 | -2 | -2.0 | -0.9 | 2 | 2 | -3 | -0.5 | 1.3 | 2
COC(=O)c1ccc(CN2CCN(CC=C(C)C)C(CCO)C2)cc1 (configuration not stated) | -7 | 1.7 | -0.7 | 9 | 4 | -2 | 0.7 | . | 5
Fc1cccc(CSc2ncnc3c2oc2ccccc23)c1 | -2 | -0.4 | 0.3 | 4 | 5 | 6 | -0.5 | -2.9 | 6
O=C(O)c1cc(Oc2ccc(C(F)(F)F)cc2Cl)ccc1[N+](=O)[O-] | -7 | 1.0 | -1.3 | 3 | 7 | -8 | -2.5 | 1.0 | -2
COCc1cc(C(C)=O)ccc1OC | 7 | 1.3 | -0.5 | 4 | 1 | 6 | -0.4 | -7.8 | 1
CC(NC(=O)CN(C)S(=O)(=O)c1ccc(F)cc1)C1CC2CCC1C2 (configuration not stated) | -9 | 5.2 | 0.3 | -5 | 4 | -7 | -1.2 | 0.8 | -1
CCCCC(=O)Nc1ccc(NC(=S)NC(=O)CC)cc1OC | -3 | -1.7 | 0.1 | -3 | 8 | -2 | -1.4 | . | 1
COc1ccccc1NC(=O)C/C(C)=N/NC(=O)c1ccccn1 | 27 | 0.0 | 0.5 | 3 | 9 | -5 | -0.1 | -3.4 | 0
CCOc1ccc(NC(=O)COC(=O)COc2cccc3c2OC(C)(C)C3)cc1 | -1 | -3.0 | -1.3 | 1 | -7 | -3 | -1.8 | 0.3 | -1
Clc1ccc(-c2ccnc(Oc3cc(Cl)ccc3Cl)n2)cc1 | 7 | -3.7 | 0.5 | -5 | 6 | 4 | -2.5 | . | 0
O=[N+]([O-])c1cc([N+](=O)[O-])c(Oc2cc(F)cc(F)c2)cc1NN1CCCCC1 | -1 | -0.5 | -0.4 | 1 | 4 | -1 | 0.8 | -1.2 | 2
O=C(CSc1nc(-c2ccco2)cc(C(F)(F)F)n1)N1CCCc2ccccc21 | -7 | 1.3 | 0.5 | -1 | 19 | -3 | 0.5 | -3.9 | -1
O=S(=O)(NCc1ccccn1)c1ccc2ccccc2c1 | 15 | -1.1 | 1.8 | 11 | 4 | -6 | -2.3 | -1.2 | 3
O=Cc1c(N2CCCCC2)nc2ccccn2c1=O | -3 | 1.1 | 0.0 | 2 | 11 | -5 | -2.1 | -0.4 | -2
CCOc1ncccc1C(=O)Nc1cc2c(cc1Br)OCCO2 | -3 | 0.3 | 0.8 | 0 | 10 | -6 | -0.7 | -0.8 | 0
Cc1ccc(C)n1NC(=O)c1ccccc1Cl | -13 | 1.1 | 1.7 | 13 | 4 | -4 | -1.8 | -2.1 | -4
Cn1c(N)c(S(=O)(=O)NCc2ccccc2)c(=O)n(C)c1=O | 7 | 0.2 | 0.4 | 9 | 13 | 2 | 0.3 | -1.8 | 1
Cc1ccc(C(=O)NC(C)c2nnc(SCC(=O)NC3CCCC3)n2C)cc1 (configuration not stated) | -2 | -2.4 | 0.4 | -3 | -1 | -8 | -0.7 | -1.0 | 0
CN(C)CCN(Cc1ccccc1)S(=O)(=O)c1ccc(-c2ccc(=O)[nH]n2)s1 | 2 | 0.9 | 0.4 | -6 | 13 | -16 | -1.6 | -4.2 | 3
CC1CCN(C(=O)c2[nH]cnc2C(=O)N[C@@H](C)C(=O)OCc2ccccc2)CC1 | -2 | 3.7 | 0.4 | -4 | 3 | -7 | -1.1 | 0.1 | 1
COc1cccc(CN(C)C(=O)c2csc3c2CCCC3)c1OC | -3 | -0.3 | -0.7 | 3 | 0 | 4 | -0.4 | -2.2 | 4
CCC1(C)Cc2c(sc3nnn(Cc4ccccc4Cl)c(=O)c23)CO1 (configuration not stated) | -3 | 0.1 | 0.3 | -1 | 19 | -8 | -3.9 | -0.4 | -3
NC(=O)N/N=C/c1c(Sc2nnnn2-c2ccccc2)nc2ccccn2c1=O | -1 | 2.4 | -1.8 | -8 | 26 | 4 | -2.0 | . | 2
CC(C)(C)Nc1nc(Cl)nc(Nc2ccccc2)n1 | -37 | 4.1 | 0.6 | 9 | -3 | 3 | -4.0 | 1.6 | -2
OC1/C(=C/c2ccc(F)cc2)N2CCC1CC2 (configuration not stated) | 2 | -0.4 | -0.1 | 0 | 8 | 0 | 0.1 | . | 2
O=C(Nc1ccccc1OC(F)F)C1CCCN1C(=O)c1cccs1 (configuration not stated) | -1 | 1.2 | -0.6 | 3 | 10 | 5 | -3.1 | . | 2
CCOC(=O)C1=C(C)N(c2ccccc2)C(=O)/C1=C\c1ccco1 | -10 | -1.4 | -0.8 | -3 | 15 | -4 | -1.9 | . | -5
CCOC(=O)c1cn(Cc2cccc(Cl)c2)nn1 | -8 | . | -0.6 | -10 | -7 | 2 | -5.0 | 0.0 | 1
CC1(C(=O)NS(=O)(=O)c2cccc(OC(F)F)c2)CCN1C(=O)CC(c1ccccc1)c1ccccc1 (configuration not stated) | 2 | . | 0.0 | 1 | 7 | 3 | -3.5 | -0.2 | 0
CC1(C)Cc2c(sc3nc(SCC(=O)N4CCOCC4)nc(N)c23)CO1 | 2 | -0.2 | 0.2 | -1 | -15 | -7 | -4.2 | -1.2 | 2
CCC(=O)Nc1nnc(SCC(=O)Nc2ccc(F)cc2)s1 | 2 | 1.1 | 0.6 | 6 | -5 | 8 | -3.2 | 0.7 | -6
Cc1ccc(NC(=O)CSCc2c(C)noc2C)cc1C | -4 | -1.2 | -0.7 | 20 | -7 | 2 | 1.4 | 1.5 | 2
O=C(Nc1ccccc1)c1cc(C2CCCCN2S(=O)(=O)c2ccc(F)cc2F)on1 (configuration not stated) | -1 | . | 0.3 | -6 | 11 | 5 | -1.7 | -0.9 | 4
CCc1ccc(C(O)(C(C)C)C(CN2CCOCC2)c2ccccc2)cc1 (configuration not stated) | 15 | -2.9 | -0.7 | 17 | -7 | 3 | -5.1 | 3.3 | -4
Cc1oc2ccc(OC(=O)c3cccs3)cc2c1C(=O)OC(C)C | -2 | -0.6 | -1.2 | 8 | -1 | -2 | -1.4 | -0.2 | -3
CSCC[C@H](NC(=O)c1ccc(Br)o1)c1nnc2ccccn12 | 0 | 0.1 | 2.5 | 5 | -5 | -5 | -1.6 | 0.5 | 2
COc1ccc(/C=N/NC(=O)c2snnc2C)c(OC)c1OC | -13 | 2.1 | -0.3 | -2 | 1 | -2 | -4.5 | . | -1
O=C(COC(=O)COc1ccc(Cl)cc1)Nc1ccc2c(c1)OCCO2 | -6 | -0.7 | -0.3 | 4 | 3 | 6 | 0.1 | 0.0 | 4
Cc1cc(C)c(NC(=O)c2cc(S(=O)(=O)N3CCOCC3)ccc2F)c(C)c1 | 5 | 0.2 | 0.2 | 1 | 4 | 10 | -3.5 | -2.6 | -8
COc1ccc(-c2csc3ncnc(N4CCN(c5cccc(OC)c5)CC4)c23)cc1 | -5 | 0.4 | -3.9 | -2 | -1 | -1 | -3.1 | -0.9 | -1
c1ccc(-n2c(SCC3CCCCO3)nnc2-c2cnccn2)cc1 (configuration not stated) | -1 | 0.1 | 1.4 | 1 | 0 | -4 | 0.5 | -0.6 | 6
O=C1NCCN(Cc2ccc(F)cc2)C1CC(=O)N1CC=C(c2ccccc2)CC1 (configuration not stated) | -2 | 3.1 | -0.5 | 0 | 2 | 6 | -1.6 | 5.9 | -1
CCCc1ccc(OCC(O)CN2CCN(c3ccccc3)CC2)cc1 (configuration not stated) | -19&-9 | -0.3 | -0.8&0.2 | 2&12 | 2&5 | -7&-9 | -2.3&-4.2 | -0.8 | -2&3
Cc1ccc(Cn2ccc(NC(=O)c3cc(-c4ccc(Br)cc4)on3)n2)cc1 | -5 | 1.8 | -3.2 | 15 | 4 | -1 | -0.6 | -1.2 | 2
Cc1c(O)ccc2c3c(c(=O)oc12)CCC(C)C3 (configuration not stated) | -3 | 5.3 | -0.4 | -95 | 12 | 3 | -2.2 | -0.9 | 103*
C=CCc1cccc2cc(C(=O)NCc3ccc(C(=O)OCC)o3)c(=O)oc12 | -7 | -1.2 | 0.5 | 8 | -2 | -5 | -6.3 | 9.5 | 4
O=C(CSc1nnc(CNC(=O)c2c(F)cccc2F)o1)NCC1CCCO1 (configuration not stated) | 8 | 3.6 | 1.6 | -1 | -7 | -2 | -1.0 | 0.5 | 0
O=C(NC1Cc2ccccc2C1)c1cc(COc2cccc(C(F)(F)F)c2)on1 | -6 | -0.1 | -0.8 | 13 | 1 | 7 | 0.4 | -0.5 | -6
O=C(O)c1ccccc1C(=O)Nc1cc(C(F)(F)F)ccc1N1CCCC1 | -13 | 1.0 | -0.2 | -9 | 1 | 4 | -0.4 | 1.7 | 1
